# cardiac RTF act: cardiac RTF calcium sensitization; IANBD-labeled TnC RTF fluorescence at EC20 calcium; 0% EC20 calcium, 100% full calcium; 0.24% of 340,000 active; activation, % at 7.2 µM; AID 493008;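 active means activation above the mean over all tested compounds plus 3 SD, cut at about 30% in these data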;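 further: rise in fluorescence read as greater calcium sensitivity of cardiac thin filaments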
# MOR-DOR inv ag: mu-delta opioid heterodimer inverse agonism; P35372+P41143; cell-based MOR-DOR heterodimer luminescence; inhibition, % at 9.3 µM; 0.21% of 340,000 active; AID 504357; in the data active means inhibition above about 22%, passing the limit was not always enough;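 further: 0% = cells with DMSO and 100% = wells without cells with DMSO; values of inactives mirror those of a sister screen read the other way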
# HTR5A inv ag: counter-screen for OPRM1-OPRD1 inverse agonists: human HTR5A inverse agonism | 0.083% of 340,000 active | inhibition, % at 9.3 µM | P47898 | HTR5A cell line, luminescence; in the data active means inhibition mostly above about 23%, no sharp cut-off; inactive means mostly below about 18%;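 further: 0% = cells with DMSO and 100% = no-cell wells with DMSO; some compounds called inactive have numbers as strong as hits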
# Target sequence (P47898 whole entry, looked up): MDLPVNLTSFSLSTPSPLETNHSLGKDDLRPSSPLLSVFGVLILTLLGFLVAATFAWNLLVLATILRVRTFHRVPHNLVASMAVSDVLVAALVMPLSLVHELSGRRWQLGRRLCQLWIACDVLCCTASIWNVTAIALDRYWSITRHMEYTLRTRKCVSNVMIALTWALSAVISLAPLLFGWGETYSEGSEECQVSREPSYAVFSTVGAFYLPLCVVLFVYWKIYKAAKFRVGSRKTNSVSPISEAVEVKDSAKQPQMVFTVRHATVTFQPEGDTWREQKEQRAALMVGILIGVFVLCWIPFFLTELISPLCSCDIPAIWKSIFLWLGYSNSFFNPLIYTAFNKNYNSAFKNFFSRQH
# C-LANA FP: inhibitors of KSHV LANA C-terminal domain DNA binding; MBP-C-LANA/FAM-LBS DNA binding, fluorescence polarization; inhibition, % at 9 µM; 0.078% of 340,000 active;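 active means highest replicate inhibition at or above 60% at 9 µM, even if other replicates fall short; inactive means all replicates below 60% inhibition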;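 further: 0% = neutral control wells and 100% = 4 µM acridine orange control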
# V-ATPase pH: yeast V-ATPase proton transport regulation by pHLuorin | S. cerevisiae, pHLuorin cytosolic pH fluorescence | response, % at 10 µM | 0.37% of 350,000 active; in the data active means response mostly above about 7.3%, no sharp cut-off; inactive means mostly below about 5.4%; further: actives read high; inactives centre near 0; some compounds called inactive have numbers as strong as hits; reference of the scale not given here
# HTR5A ag ctr: activates human HTR5A in OPRM1-OPRD1 agonist counter-screen; AID 504692; HTR5A agonist assay, luminescence, cell-based; 0.61% of 340,000 active; activation, % at 9.3 µM; P47898; in the data active means activation mostly above about 9.5%, no sharp cut-off; inactive means mostly below about 7.6%;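 further: 0% = cells with vehicle only and 100% = reference agonist; strong numbers were not always called active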
# OPRM1-OPRD1 ag: agonists of human mu-delta opioid receptor heterodimerization. P35372+P41143. cells, OPRM1-OPRD1 heterodimerization, luminescence. activation, % at 9.3 µM. 0.3% of 340,000 active; in the data active means activation above about 18%;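 further: 0% = vehicle-treated cells and 100% = reference agonist; values of inactives mirror those of a sister screen read the other way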
# RTF Ca sens inh: cardiac RTF calcium desensitization; P19429+P45379; IANBD-labeled cardiac RTF, Ca2+ fluorescence; inhibition, % at 7.15 µM; 0.12% of 340,000 active;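 active means inhibition above the mean inhibition of all tested compounds plus 3 SD, cut at about 17% in these data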;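 further: assay run at fixed EC70 calcium of 1.6 mM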
# CAL-PDZ inh HTS: inhibitors of human CAL PDZ peptide binding | Q9HD26 | purified CAL PDZ, TMR-peptide fluorescence polarization, 1 h | inhibition, % at 24.9 µM | 0.92% of 300,000 active | AID 602252;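 active means mean inhibition of at least 30% with at least half of replicates also reaching 30%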;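 further: 0% = DMSO neutral control and 100% = excess unlabeled competitor peptide PRC23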
# Keap1-Nrf2 PPI: inhibitors of human Keap1-Nrf2 protein-protein interaction. Q14145. Keap1 Kelch-Nrf2 peptide fluorescence polarization, 1536-well. inhibition, % at 9.4 µM. 0.15% of 340,000 active. AID 504523; in the data active means inhibition above about 12%;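 further: human Keap1 Kelch domain with fluorescein labeled Nrf2 9mer peptide probe; 0% = neutral control wells and 100% = peptide positive control; higher means more block of Keap1 binding to Nrf2 peptide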
# Target sequence (Q14145 whole entry, looked up, the tested form may be a part): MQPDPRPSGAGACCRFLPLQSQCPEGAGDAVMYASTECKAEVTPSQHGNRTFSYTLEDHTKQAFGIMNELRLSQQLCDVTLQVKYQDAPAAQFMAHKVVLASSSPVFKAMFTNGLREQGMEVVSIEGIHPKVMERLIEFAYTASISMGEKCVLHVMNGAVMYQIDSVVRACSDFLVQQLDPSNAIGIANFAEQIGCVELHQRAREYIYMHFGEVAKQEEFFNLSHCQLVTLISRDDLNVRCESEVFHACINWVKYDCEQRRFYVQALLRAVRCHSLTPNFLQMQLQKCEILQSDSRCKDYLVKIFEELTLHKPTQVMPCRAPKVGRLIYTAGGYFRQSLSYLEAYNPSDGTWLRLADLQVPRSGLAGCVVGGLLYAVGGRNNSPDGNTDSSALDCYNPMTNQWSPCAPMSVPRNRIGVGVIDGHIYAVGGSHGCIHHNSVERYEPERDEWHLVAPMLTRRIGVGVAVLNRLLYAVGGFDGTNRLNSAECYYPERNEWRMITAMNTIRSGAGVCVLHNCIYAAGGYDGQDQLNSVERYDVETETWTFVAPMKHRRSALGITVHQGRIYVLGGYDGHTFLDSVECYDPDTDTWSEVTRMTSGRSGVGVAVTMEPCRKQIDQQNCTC
# An asterisk follows results filed as active; / = not tested or not shown.
# Sample of the layout:
cpd | SMILES | Keap1-Nrf2 PPI | C-LANA FP | RTF Ca sens inh | OPRM1-OPRD1 ag | HTR5A inv ag | MOR-DOR inv ag | V-ATPase pH | cardiac RTF act | HTR5A ag ctr | CAL-PDZ inh HTS
1 | Cc1nn(CC(=O)c2ccccc2Cl)c(C)c1[N+](=O)[O-] | 5 | -1.3 | -10 | 0.3 | 8 | -1 | 6 | -5 | -1 | -2
2 | Cn1cccc1C(=O)Nc1ccc(N2CCOCC2)cc1 | -1 | -0.5 | -5 | 1.6 | -10 | -6 | 3 | -4 | 4 | -4
3 | CC1(C)OC(=O)C(=CNn2cnc3ccccc3c2=O)C(=O)O1 | -5 | 0.0 | -5 | 1.4 | -5 | -8 | -2 | 10 | 7 | -1

# Main list, from the start:
cpd | SMILES | Keap1-Nrf2 PPI | C-LANA FP | RTF Ca sens inh | OPRM1-OPRD1 ag | HTR5A inv ag | MOR-DOR inv ag | V-ATPase pH | cardiac RTF act | HTR5A ag ctr | CAL-PDZ inh HTS
1 | Cc1nn(CC(=O)c2ccccc2Cl)c(C)c1[N+](=O)[O-] | 5 | -1.3 | -10 | 0.3 | 8 | -1 | 6 | -5 | -1 | -2
2 | Cn1cccc1C(=O)Nc1ccc(N2CCOCC2)cc1 | -1 | -0.5 | -5 | 1.6 | -10 | -6 | 3 | -4 | 4 | -4
3 | CC1(C)OC(=O)C(=CNn2cnc3ccccc3c2=O)C(=O)O1 | -5 | 0.0 | -5 | 1.4 | -5 | -8 | -2 | 10 | 7 | -1
4 | Cc1cc([N+](=O)[O-])nn1CCCC(=O)Nc1ccc(Cl)cc1Cl | 1 | 0.2 | 2 | -1.4 | 20 | 8 | 7 | 0 | 4 | -4
5 | CN1CCCN(C(=O)c2cc(=O)[nH]c3ccccc23)c2nc3ccccc3nc21 | -8 | 0.3 | -1 | -1.9 | -4 | 10 | 6 | -4 | 4 | -4
6 | Cc1ccccc1CS(=O)(=O)Cc1ccc(C(=O)NCCCN2CC(C)CC(C)C2)o1 (stereo unspecified) | 0 | 3.2 | -1 | -2.3 | -9 | 12 | 3 | 0 | 3 | 6
7 | Cc1ccc(NC(=O)Cn2c(CCC(=O)O)ccc2-c2cccs2)cc1 | 1 | 1.6 | -6 | 1.0 | 12 | -5 | -3 | -4 | 2 | /
8 | Cc1ccc(-c2cc(C(F)(F)F)c(C#N)c(SCC(=O)O)n2)cc1 | -1 | 0.7 | -11 | -1.9 | -29 | 9 | 2 | 6 | 1 | 4

# Compound profiles (already shown). Values in the order: Keap1-Nrf2 PPI, C-LANA FP, RTF Ca sens inh, OPRM1-OPRD1 ag, HTR5A inv ag, MOR-DOR inv ag, V-ATPase pH, cardiac RTF act, HTR5A ag ctr, CAL-PDZ inh HTS
# `Cn1cccc1C(=O)Nc1ccc(N2CCOCC2)cc1` reads -1, -0.5, -5, 1.6, -10, -6, 3, -4, 4, -4
# `Cc1ccccc1CS(=O)(=O)Cc1ccc(C(=O)NCCCN2CC(C)CC(C)C2)o1` (stereo unspecified) reads 0, 3.2, -1, -2.3, -9, 12, 3, 0, 3, 6
# `Cc1cc([N+](=O)[O-])nn1CCCC(=O)Nc1ccc(Cl)cc1Cl` reads 1, 0.2, 2, -1.4, 20, 8, 7, 0, 4, -4

# Quoted from the listing:
# OPRM1-OPRD1 ag result of cpd 6 = -2.3
# MOR-DOR inv ag result of cpd 1 = -1
# HTR5A ag ctr result of cpd 8 = 1
# MOR-DOR inv ag result of cpd 7 = -5
# MOR-DOR inv ag result of cpd 2 = -6
# C-LANA FP result of cpd 3 = 0.0

# Next part.
cpd | SMILES | Keap1-Nrf2 PPI | C-LANA FP | RTF Ca sens inh | OPRM1-OPRD1 ag | HTR5A inv ag | MOR-DOR inv ag | V-ATPase pH | cardiac RTF act | HTR5A ag ctr | CAL-PDZ inh HTS
9 | CC(=O)c1cc(F)c(N2CCN(c3ccc([N+](=O)[O-])cc3F)CC2)cc1C | -2 | -1.7 | -7 | -1.0 | -30 | 5 | -5 | 0 | -1 | /
10 | CCNC(=S)NNC(=O)c1ccc(OC)cc1 | -5 | 0.3 | -9 | -1.4 | 12 | 7 | 0 | 8 | -5 | 0
11 | CC1Oc2ccccc2N(CC(=O)c2cccc(Cl)c2)C1=O (stereo unspecified) | -1 | 0.8 | -3 | 1.8 | -27 | -10 | 8.0* | 5 | -3 | -7
12 | C#CCSc1nc(C)cc(C(=O)OCC)c1C#N | -1 | -0.5 | -12 | -2.4 | -27 | 12 | 3 | 0 | -2 | -6
13 | Cc1onc(-c2ccccc2)c1C(=O)NC(C)CCc1ccccc1 (stereo unspecified) | 0 | 1.2 | -13 | -1.4 | -18 | 9 | -3 | -3 | 6 | 4
14 | CC(=O)Nc1cc2c(cc1C(=O)C(C)C)OCCO2 | -2 | -0.7 | -4 | -4.3 | 10 | 18 | -2 | -2 | -4 | -2
15 | CC(=O)c1cccc(NS(=O)(=O)c2ccc(N/C=C/C(=O)c3ccc(F)cc3)cc2)c1 | -1 | -1.8 | -10 | 4.2 | -25 | -28 | 0 | 0 | 3 | 3
16 | Cc1ccc(-c2nnc(SCC(=O)N/N=C/c3ccccc3C(=O)O)n2-c2ccc(Cl)cc2)cc1 | -1 | 0.5 | -3 | 0.3 | -8 | -2 | 2 | -1 | 3 | -1
17 | O=c1cc(-c2ccc([N+](=O)[O-])cc2)nc2cc(-c3ccc(F)cc3)[nH]n12 | -6 | -1.3 | 1 | -0.4 | 16 | 2 | -2 | 1 | 6 | -7
18 | CCCCCCSc1cccc(-c2nc3cc(C)ccn3c2NC2CCCCC2)c1 | -13 | 1.2 | -1 | -2.4 | 7 | 11 | -1 | -3 | -1 | -4
19 | N#Cc1nc(-c2ccco2)oc1NCc1cccnc1 | -3 | -1.7 | -16 | 0.3 | 11 | -2 | 1 | 10 | -5 | -20
20 | Cc1csc(C(C)N(C)C(=O)c2ccc(OC3CCN(Cc4ccccn4)CC3)cc2)n1 (stereo unspecified) | -4 | 0.6 | -2 | -1.7 | 6 | 9 | -2 | -2 | -3 | -2
21 | COC(=O)C(C)N(C(=O)c1cccc(Cl)c1)c1c(C)cccc1C (stereo unspecified) | 3 | -0.6 | -2 | 1.6 | 11 | -9 | 1 | -2 | -3 | /
22 | COc1ccccc1-c1nnc(SCc2ccccn2)n1C | 1 | 0.1 | 3 | -2.1 | -12 | 12 | -2 | -2 | -3 | /
23 | COc1ccc(C(=O)NCc2ccccn2)cc1[N+](=O)[O-] | 1 | 0.5 | -2 | -1.9 | 32 | 10 | 3 | 1 | -5 | -5
24 | COc1ccc(S(=O)(=O)N2CCC(NC(=O)c3ccccc3)CC2)cc1 | -2 | -1.1 | -2 | -0.2 | 7 | 1 | -3 | -1 | -2 | -2
25 | O=C(Nc1ccc(F)cc1F)c1ccccc1-c1ccccc1 | -3 | -0.5 | -4 | -0.6 | -7 | 4 | 10 | -3 | 7 | -1
26 | COc1ccc(OC)c(C(=O)CSc2nccc(-c3ccc(Br)cc3)n2)c1 | -4 | 0.2 | -5 | -0.5 | 8 | 3 | -1 | 0 | 0 | -3
27 | OC(CNCc1ccc(Cl)cc1)COc1ccccc1 (stereo unspecified) | -1 | 1.6 | 3 | 0.9 | -15 | -4 | 1 | -7 | 4 | -4
28 | CCS(=O)(=O)N1CCN=C1SCc1ccc(F)cc1 | 0 | 0.3 | -4 | -2.5 | 4 | 13 | -4 | -2 | -1 | -1
29 | COc1cccc(C2c3[nH]c4ccccc4c3C[C@H]3C(=O)N(c4ccccc4C(=O)N4CCC[C@H]4C(=O)O)C(=O)N23)c1 (stereo partly specified) | -3 | 3.5 | -1 | -2.1 | 4 | 11 | 0 | 5 | 6 | 5
30 | COc1ccc(CCN(Cc2cc3cccc(C)c3[nH]c2=O)C(=O)N2CCCC2)cc1OC | -9 | -1.9 | -3 | -0.8 | 11 | 5 | -4 | -3 | 3 | -2
31 | CCN(CC(=O)Nc1ccccc1C(F)(F)F)C(=O)CCSc1ccc(F)cc1 | -1 | -0.7 | -2 | 2.0 | 8 | -11 | 2 | 2 | -3 | 1
32 | CS(=O)(=O)NN1C(=O)c2ccccc2NC1c1ccccc1O (stereo unspecified) | -2 | -0.7 | 0 | -2.6 | -3 | 13 | -4 | 15 | 1 | 1

# Continued, overlapping the part above by two compounds.
cpd | SMILES | Keap1-Nrf2 PPI | C-LANA FP | RTF Ca sens inh | OPRM1-OPRD1 ag | HTR5A inv ag | MOR-DOR inv ag | V-ATPase pH | cardiac RTF act | HTR5A ag ctr | CAL-PDZ inh HTS
31 | CCN(CC(=O)Nc1ccccc1C(F)(F)F)C(=O)CCSc1ccc(F)cc1 | -1 | -0.7 | -2 | 2.0 | 8 | -11 | 2 | 2 | -3 | 1
32 | CS(=O)(=O)NN1C(=O)c2ccccc2NC1c1ccccc1O (stereo unspecified) | -2 | -0.7 | 0 | -2.6 | -3 | 13 | -4 | 15 | 1 | 1
33 | COc1ccc(S(=O)(=O)N2CCc3ccccc32)cc1C(=O)OCc1nnc(-c2ccccc2)o1 | -3 | 1.6 | -8 | -2.5 | -18 | 14 | 7 | 1 | -1 | 0
34 | COC(=O)c1c(-c2ccc(OC)cc2)oc2ccccc12 | -1 | 2.2 | 6 | -1.1 | -22 | 7 | 2 | -8 | 8 | -4
35 | COCCc1nc2ccc(C(=O)N(C)Cc3cccc(-n4nc(C)cc4C)c3)cc2o1 | -1 | 0.3 | -11 | -1.1 | -6 | 6 | -3 | 1 | 4 | 12
36 | CSC1=NCCN1C(=O)COc1ccccc1 | -7 | 0.2 | -5 | -1.5 | -14 | 8 | -1 | -2 | 5 | -1
37 | COc1ccc(C(=O)N[C@H](C(=O)Nc2ccc(S(=O)(=O)N3CCOCC3)cc2)C(C)C)cc1 | -4 | -1.7 | 5 | -0.7 | -26 | 3 | -3 | 2 | -2 | -3
38 | CCc1ccc(-c2cc3c(=O)n(CC(=O)NCCN4CCCCC4C)nc(C)n3n2)cc1 (stereo unspecified) | -4 | -0.6 | 13 | -2.0 | -7 | 11 | 1 | -4 | 2 | 0
39 | Cc1ccc(C(=O)N/N=C2\CCCc3ccccc32)c(C)c1 | 6 | -2.1 | -2 | -1.9 | -22 | 10 | -2 | -1 | 1 | 0
40 | COc1ccccc1C(=O)C1CCCN(C(=O)CN2CCCCC2=O)C1 (stereo unspecified) | 2 | -0.3 | 5 | -1.7 | 8 | 9 | 1 | -5 | -3 | 2
41 | CN(C)CCCNC(=S)NCC(c1ccc(Cl)cc1Cl)c1c[nH]c2ccccc12 (stereo unspecified) | -1 | 0.4 | 0 | -2.3 | -9 | 13 | 1 | -6 | 4 | -4
42 | CCC(=O)OC1c2ccccc2C(=O)N1Cc1ccccc1 (stereo unspecified) | -1 | -2.1 | -5 | -0.1 | -9 | 1 | -2 | 2 | 5 | -3
43 | O=C1NC(=O)C2(COC(c3ccccc3Cl)OC2)S1 (stereo unspecified) | -3 | -1.1 | 10 | -0.4 | -1 | 3 | -4 | 2 | 1 | -7
44 | CC(C)(C)c1ccc(-c2nc(C#N)c(N3CCC(C(N)=O)CC3)o2)cc1 | -3 | 0.0 | -2 | -1.7 | -10 | 8 | 2 | -2 | 3 | -2
45 | Cc1ccc(-n2ncc3c(N4CCN(c5ccccc5)CC4)ncnc32)c(C)c1 | -3 | 0.3 | -6 | 6.3 | -9 | -31 | -9 | 4 | 7 | -4
46 | COCc1cc(=O)[nH]c(/N=C(\N)Nc2cccc(Cl)c2)n1 | -1 | -0.2 | / | / | / | / | -1 | / | / | 3
